PTHR1 ag – activates the human parathyroid hormone receptor PTHR1 | Q03431 | actives 0.075% (n = 410,000) | AID 743266 | HEK293 GP2 PTHR1 cells, GloSensor cAMP luminescence, 1 h | Potency, µM (highest dose often 115 µM), for the others: at the top dose activation, usual class: activators; also: nearly all actives have a fitted effect of over 55% in size; some results filed as inactive show a strong effect at the top dose; inactives centre near -15; many of its hits are not listed in these tables
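HEK-293-derived GP2 cells expressing PTHR1 and a GloSensor cAMP reporter, 3,000/well, plated overnight, given luciferin plus IBMX (each 0.5 mM as added) for 1 h at 37 °C, then compound for 1 h at 37 °C. Luminescence was read after 15 min at room temperature.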
aSyn yeast inh – rescues yeast growth from alpha-synuclein toxicity; Yeast expressing alpha-synuclein, growth rescue, BacTiter-Glo, 24 h; Potency, µM (highest dose often 46.1 µM), for inactives: at the top dose growth rescue (activation), hits mostly activators; actives 0.14% (n = 370,000); also: % of control where 0% means no effect; nearly all actives have a fitted effect of over 65% in size
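Screening used galactose-induced yeast with toxic alpha-synuclein levels, exposed to compound for 24 hr at 30 deg C. Cell growth, read with BacTiter-Glo luminescence, gave the measured signal.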
EPAC2 antag – antagonists of human EPAC2. Potency, µM (highest dose often 114 µM), for the others: at the highest dose activity, negative = inhibition, most hits filed as inhibitors. actives 0.18% (n = 360,000). Q8WZA2. AID 720708. EPAC2 GEF exchange of Rap1B-BODIPY-GDP, fluorescence; also: % is scaled to controls: 0 for no effect and ±100 for the full control effect; nearly all actives have a fitted effect of over 45% in size; many of its hits are not listed in these tables
Target sequence (Q8WZA2 whole entry, looked up): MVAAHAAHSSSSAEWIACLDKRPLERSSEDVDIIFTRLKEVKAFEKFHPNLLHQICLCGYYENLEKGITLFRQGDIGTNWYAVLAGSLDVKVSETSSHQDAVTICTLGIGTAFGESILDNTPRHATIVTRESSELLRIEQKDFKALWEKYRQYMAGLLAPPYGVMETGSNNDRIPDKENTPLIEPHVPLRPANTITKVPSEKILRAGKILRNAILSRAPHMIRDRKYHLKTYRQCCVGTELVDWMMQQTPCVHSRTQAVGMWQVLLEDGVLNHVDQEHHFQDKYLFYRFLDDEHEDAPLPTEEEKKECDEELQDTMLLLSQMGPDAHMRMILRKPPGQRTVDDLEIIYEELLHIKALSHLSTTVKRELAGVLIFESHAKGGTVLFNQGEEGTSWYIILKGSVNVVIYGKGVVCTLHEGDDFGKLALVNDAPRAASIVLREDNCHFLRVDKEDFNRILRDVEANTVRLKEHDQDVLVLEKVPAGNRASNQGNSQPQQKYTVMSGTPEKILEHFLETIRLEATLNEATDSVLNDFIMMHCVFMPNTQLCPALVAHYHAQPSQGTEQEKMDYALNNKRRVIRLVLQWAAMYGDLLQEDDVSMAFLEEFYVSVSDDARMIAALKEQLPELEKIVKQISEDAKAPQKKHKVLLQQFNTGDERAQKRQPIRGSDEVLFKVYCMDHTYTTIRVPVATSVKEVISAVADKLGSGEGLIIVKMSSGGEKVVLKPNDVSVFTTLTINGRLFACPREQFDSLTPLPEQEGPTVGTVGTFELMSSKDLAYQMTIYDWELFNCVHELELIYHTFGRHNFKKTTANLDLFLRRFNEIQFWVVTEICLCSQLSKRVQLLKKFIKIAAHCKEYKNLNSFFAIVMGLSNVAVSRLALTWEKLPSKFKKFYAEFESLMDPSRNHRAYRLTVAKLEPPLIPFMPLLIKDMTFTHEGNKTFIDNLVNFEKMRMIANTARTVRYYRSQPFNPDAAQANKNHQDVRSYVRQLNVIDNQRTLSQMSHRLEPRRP
EPAC2 ag – EPAC2 (human) agonism; Q8WZA2; AID 720711; Potency, µM (doses to about 154 µM), without a hit: top-dose activation, usual class: activators; EPAC2 activation, biochemical qHTS; response scale: 100% = 6.5 mM cAMP response; actives 0.079% (n = 360,000); also: nearly all actives have a fitted effect of over 50% in size
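Setup: EPAC2 100 nM, labeled Rap1B complex 250 nM, free GDP 50 uM. Compound titrations pinned in, brief spin, 5 min room temperature incubation. Kinetic fluorescence read over 30 min, normalized to 6.5 mM cAMP.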
TDP43 rescue – inhibitors of TDP-43 toxicity in yeast; Potency, µM (top dose mostly 46.1 µM), for inactives: top-dose growth rescue (activation), hits mostly activators; actives 1.8% (n = 410,000); TDP-43 expressing yeast growth rescue, BacTiter-Glo, 24 h; also: % of control where 0% means no effect; nearly all actives have a fitted effect of over 50% in size
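Luminescence from BacTiter-Glo reports growth of TDP-43-expressing yeast after 24 hr at 30 deg C with compound. Cells were raffinose-pregrown to mid-log, then seeded in galactose medium at OD600=0.02.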
EPAC1 ag – EPAC1 (human) agonism; O95398; EPAC1 agonist qHTS, biochemical assay; response scale: 100% = response to 6.5 mM cAMP; Potency, µM (doses to about 154 µM), for the others: top-dose activation, actives largely listed as activators; actives 0.073% (n = 360,000); AID 720707; also: nearly all actives have a fitted effect of over 60% in size
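Multi-concentration qHTS readout: loss of Rap1B-bound BODIPY-GDP fluorescence driven by 100 nM EPAC1 with excess GDP (50 uM), monitored kinetically at room temperature; agonist response expressed relative to 6.5 mM cAMP.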
FUS yeast rescue – suppressors of FUS proteinopathy in yeast. S. cerevisiae FUS-expressing, growth rescue, OD600, 24 h. Potency, µM (series often up to 76.6 µM), for the others: top-dose growth rescue (activation), actives largely listed as activators. actives 0.24% (n = 390,000);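 also: plate controls were DMSO vehicle for no effect and reference control for full effect; nearly all actives have a fitted effect of over 55% in size; some results filed as inactive show a strong effect at the top dose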
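Quantitative HTS measuring growth restoration of FUS-toxic yeast. Galactose-induced cells (OD 0.005) were exposed 24hr at 30C to compounds at several concentrations, then absorbance at 600 nm was recorded.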
EPAC1 antagonist – antagonists of human EPAC1 | EPAC1 GEF assay, Rap1b-BODIPY-GDP exchange fluorescence | Potency, µM (highest dose often 115 µM), without a hit: at the top dose activity change, negative = inhibition, most hits filed as inhibitors | AID 720709 | actives 0.14% (n = 360,000) | O95398;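 also: plate controls were vehicle for no effect and positive control for full effect; nearly all actives have a fitted effect of over 50% in size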
The depositor's hits bear a star; i = inactive; ? = inconclusive; · = not tested or not shown; [ ] = dose if it differs, or a comment. Calls follow the shape of the dose curve; as a rule, active = well fitted curve in the direction sought with a large enough effect; inconclusive = small, poorly fitted or top-dose-only effect, or another doubt; inactive = no such curve, though single readings can be large; an effect the other way counts as inactive or inconclusive. Potency is read from the fitted curve at half-maximal effect. A portion of the library; count on the stated rates, not on these rows.

SMILES	PTHR1 ag	aSyn yeast inh	EPAC2 antag	EPAC2 ag	TDP43 rescue	EPAC1 ag	FUS yeast rescue	EPAC1 antagonist
CC(Sc1nnc(Cc2cccs2)n1C1CCCCC1)C(=O)N1CCc2ccccc21 (centres undefined)	-13%[57.5 µM]	9%	6%	9%	19%	7%	45%	-8%
CO/N=C/c1ccc(Oc2ccc(C)cc2)c([N+](=O)[O-])c1	-23%	1%	-8%	3%	?	-5%	19%	-6%
CC(=O)c1cc(C#N)c(Oc2cc(C)cc(C)c2)nc1C	-11%	-7%	-4%	-9%	24%	-14%	0%	2%
CS(=O)(=O)Cc1ccc(C(=O)NC(c2ccccc2)c2ccccc2)cc1	-15%	11%	-8%	4%	-4%	9%	12%	13%
C[C@H](O)[C@@H]1C(=O)N2CCc3ccc(-c4ccccc4)cc3[C@@H]2C[C@@H]1N(C)C(=O)c1ccco1	-23%	-6%	1%	5%	-6%	-13%	39%	6%
Nc1cc(C(=O)OCC(=O)N2CCCC2=O)ccc1Cl	i	3%	-12%	3%	9%	3%	-5%	-17%
COc1ccc(CCN2C(=NC(=O)CC(C)C)SC3CS(=O)(=O)CC32)cc1OC (centres undefined)	i	8%	1%	-3%	14%	-2%	24%	3%
O=C(c1cc2cc(Cl)ccc2o1)N1CCCCCC1	i	1%	-2%	-10%	?	4%	10%	-7%
O=C(O)CN(c1ccc2c(c1)OCCO2)S(=O)(=O)c1ccccc1	i	1%	6%	-19%	22%	1%	-13%	-2%
Cc1nc2ccc(NC(=O)c3ccc(N4C(=O)CCC4=O)cc3)cc2s1	i	3%	9%	9%	26%	3%	0%	-3%
COCCn1nnnc1C(c1ccc(Cl)cc1)N1CCSCC1 (centres undefined)	i	4%	14%	6%	8%	5%	-4%	-1%
C[C@@H](C(=O)N1CCNCC1)n1cc(CCCN=C(N)N)nn1	-10%	-1%	2%	2%	-3%	0%	-35%	-4%
CCc1ccc(-c2cc(C)no2)cc1S(=O)(=O)Nc1cc(C)ccn1	-14%	-4%	1%	6%	-24%	8%	3%	-9%
COc1ccccc1CN1CC(C(=O)N2CCC(C(=O)c3ccccc3)CC2)CCC1=O (centres undefined)	-17%	1%	-5%	2%	8%	-6%	-14%	5%
O=C(c1ccc(-n2cncn2)c([N+](=O)[O-])c1)N1CCN(S(=O)(=O)c2ccc(Br)cc2)CC1	i	-4%	7%	-3%	11%	5%	7%	0%
COC1=C(NCc2ccc3c(c2)OCO3)C(=O)C(OC)=C(NCc2ccc3c(c2)OCO3)C1=O	i	3%	-1%	-1%	23%	-1%	·	-14%
COc1ccc2oc(C(=O)N3CCc4ccccc43)c(C)c2c1	-93%[inhibitor]	-15%	5%	8%	-10%	-19%	9%	-28%
FC(F)Oc1ccc(-n2cc(-c3ccc(Cl)cc3)[n+]3c2CCCCC3)cc1	-16%	3%	9%	9%	3%	-5%	-7%	-10%
Fc1cc(NC(=S)NCc2ccc(CNC(=S)Nc3ccc(Cl)c(F)c3)cc2)ccc1Cl	-18%	0%	15%	5%	15%	3%	-10%	2%
Cc1ccc(-n2ncc3c2CCCC3NC(=O)c2ccccc2N2CCOCC2)cc1C (centres undefined)	-38%[inhibitor]	-2%	-6%	1%	?	3%	·	0%

Shown with two lines to a compound: two of the compounds above
Order of values – PTHR1 ag, aSyn yeast inh, EPAC2 antag, EPAC2 ag, TDP43 rescue, EPAC1 ag, FUS yeast rescue, EPAC1 antagonist
- C[C@H](O)[C@@H]1C(=O)N2CCc3ccc(-c4ccccc4)cc3[C@@H]2C[C@@H]1N(C)C(=O)c1ccco1
  -23%, -6%, 1%, 5%, -6%, -13%, 39%, 6%
- COc1ccc2oc(C(=O)N3CCc4ccccc43)c(C)c2c1
  -93%[inhibitor], -15%, 5%, 8%, -10%, -19%, 9%, -28%

Structural class: the entries above containing fluorine.
SMILES	PTHR1 ag	aSyn yeast inh	EPAC2 antag	EPAC2 ag	TDP43 rescue	EPAC1 ag	FUS yeast rescue	EPAC1 antagonist
FC(F)Oc1ccc(-n2cc(-c3ccc(Cl)cc3)[n+]3c2CCCCC3)cc1	-16%	3%	9%	9%	3%	-5%	-7%	-10%
Fc1cc(NC(=S)NCc2ccc(CNC(=S)Nc3ccc(Cl)c(F)c3)cc2)ccc1Cl	-18%	0%	15%	5%	15%	3%	-10%	2%

Single records (already shown). Order of values: PTHR1 ag	aSyn yeast inh	EPAC2 antag	EPAC2 ag	TDP43 rescue	EPAC1 ag	FUS yeast rescue	EPAC1 antagonist
COc1ccc(CCN2C(=NC(=O)CC(C)C)SC3CS(=O)(=O)CC32)cc1OC (centres undefined) in the list: i	8%	1%	-3%	14%	-2%	24%	3%
COC1=C(NCc2ccc3c(c2)OCO3)C(=O)C(OC)=C(NCc2ccc3c(c2)OCO3)C1=O in the list: i	3%	-1%	-1%	23%	-1%	·	-14%
CC(Sc1nnc(Cc2cccs2)n1C1CCCCC1)C(=O)N1CCc2ccccc21 (centres undefined) in the list: -13%[57.5 µM]	9%	6%	9%	19%	7%	45%	-8%
COc1ccc2oc(C(=O)N3CCc4ccccc43)c(C)c2c1 in the list: -93%[inhibitor]	-15%	5%	8%	-10%	-19%	9%	-28%

Remaining list, next part.
SMILES	PTHR1 ag	aSyn yeast inh	EPAC2 antag	EPAC2 ag	TDP43 rescue	EPAC1 ag	FUS yeast rescue	EPAC1 antagonist
NS(=O)(=O)c1cccnc1Nc1cccc(Cl)c1	i	4%	-3%	-4%	21%	-9%	4%	3%
COCCn1c(SCC(=O)Nc2ccccc2OC)nc2ccccc2c1=O	-30%	6%	?	7%	13%	10%	19%	3%
CCc1oc2c(C)c(O)ccc2c(=O)c1-c1ccc2ccccc2n1	i	-1%	-1%	3%	-6%	2%	-12%	-14%
Cc1ccc(S(=O)(=O)Cn2nnnc2C(C(C)C)N2CCC(C(N)=O)CC2)cc1 (centres undefined)	-8%	-3%	-6%	1%	-12%	4%	15%	-5%
CN(C)S(=O)(=O)c1ccc(N2CCCC2)c(C(=O)NC2(C)CCS(=O)(=O)C2)c1 (centres undefined)	i	4%	7%	2%	21%	16%	17%	-6%
Cc1nc(NCC2CCCO2)c2nnn(Cc3ccccc3Cl)c2n1 (centres undefined)	i	1%	-6%	13%	-4%	6%	18%	6%
O=C(CN1CCN(S(=O)(=O)c2ccc(Br)cc2)CC1)N/N=C/c1ccc(Br)s1	-19%	25%	-10%	13%	-3%	0%	?	-28%
COC(=O)Nc1ncc(CN2CCCCC2)s1	i	0%	0%	12%	-9%	5%	10%	4%
COc1ccc(C(=O)Cc2ccc3c(c2)OCO3)c(O)c1	-31%[inhibitor]	-4%	2%	-8%	6%	3%	·	12%
Cc1cccc(N2CCN(S(=O)(=O)c3c(C)[nH]c(C)c3C(=O)N3CCCC3)CC2)c1C	21%	-6%	-3%	2%	6%	-2%	32%	?
Cc1ccc2cc(C(c3nnnn3CC3CCCO3)N3CCc4ccccc4C3)c(=O)[nH]c2c1 (centres undefined)	-20%[57.5 µM]	7%	-6%	9%	-10%	15%	19%	-9%
COc1ccccc1CNC(=O)N1CCN(c2ccccc2)CC1	i	-2%	6%	1%	-1%	0%	-3%	-26%
O=C(CCNS(=O)(=O)c1ccc(Cl)cc1)N1CCC2(O)CCCCC2C1 (centres undefined)	-5%[57.5 µM]	1%	-7%	12%	6%	5%	-17%	-26%
CCN(C(=O)COC(=O)/C=C/c1ccccc1[N+](=O)[O-])C1CCS(=O)(=O)C1 (centres undefined)	i	2%	5%	2%	-11%	4%	-18%	-12%
CC(NC(=O)COC(=O)CCc1ccc(S(=O)(=O)N2CCOCC2)cc1)C1CC2CCC1C2 (centres undefined)	i	2%	-8%	-3%	-10%	2%	·	?
O=C(c1ccco1)N1CCN(C23CC4CC(CC(C4)C2)C3)CC1	i	13%	-1%	-7%	-17%	-5%	16%	-20%
O=C(CNCc1ccccn1)Nc1cc(C(F)(F)F)ccc1N1CCOCC1	-11%	12%	-14%	2%	-14%	-2%	12%	-1%
CCSc1nnc(NC(=O)c2cccnc2Cl)s1	-3%[57.5 µM]	-2%	-4%	2%	?	2%	4%	-8%
CC1(C)CC(NC(=O)C2CCN(S(=O)(=O)c3ccccc3C(F)(F)F)CC2)CC(C)(C)N1	14%	-1%	9%	-2%	-11%	0%	·	-7%
CC1(C(=O)NS(=O)(=O)c2cccc(C#N)c2)CCN1C(=O)CC1CCCCC1 (centres undefined)	-3%	0%	-4%	0%	16%	4%	-1%	-10%

Next section.
SMILES	PTHR1 ag	aSyn yeast inh	EPAC2 antag	EPAC2 ag	TDP43 rescue	EPAC1 ag	FUS yeast rescue	EPAC1 antagonist
CCCCc1ccc(NC(=O)N2CCN(c3cc(C)nc4ccccc34)CC2)c(C)c1	-1%	-5%	0%	3%	5%	1%	-12%	-13%
COC(=O)CNC(=O)c1cn(CC(C)C)c(=O)c2cc(OC)c(OC)cc12	i	-10%	4%	-3%	0%	-6%	24%	13%
O=C(N/N=C/c1cc(Cl)c(O)c(Cl)c1)c1cc2c(ccc3ccccc32)o1	-13%	-10%	?	-1%	?	-6%	19%	?
COC(=O)CON1C(=O)c2ccccc2C1=O	-14%[57.5 µM]	5%	-2%	5%	14%	-1%	0%	-13%
CC(=O)c1cccc(S(=O)(=O)NCC(C)(C)N2CCOCC2)c1	i	0%	4%	0%	-10%	11%	-26%	2%
CCC(CC)c1nnc(NC(=O)CCS(=O)(=O)Cc2ccccc2)s1	i	-3%	-14%	7%	-5%	-7%	15%	-20%
Cc1cccc(OCC(=O)Nc2ccc(C(=O)Nc3ccccc3C(=O)O)cc2)c1C	-18%	-3%	-26%	8%	8%	10%	30%	-18%
Fc1ccc(-c2ccc3c(c2)C2CC3CCN2)cc1 (centres undefined)	-5%	7%	-3%	2%	20%	0%	-36%	3%
